Bioassay records: PubChem, Sanford-Burnham Center for Chemical Genomics
ER stress death – ER stress cell death inhibition; 48,000 tested, 0.33% active; relative survival (cellular ATP), % at 15 µg/mL (by protocol); CSM14.1 thapsigargin ER stress survival, ATP luminescence; AID 1010;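 active means survival measured by cellular ATP above 50% at 15 µg/ml in the first screen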;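 further: cell death triggered by about 15 µM thapsigargin; ATP read 24 h after thapsigargin was added; plate controls were thapsigargin with DMSO for no effect and DMSO without thapsigargin for full effect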
An asterisk follows results filed as active.

SMILES	ER stress death
CCOC(=O)C(C(=O)Nc1ccc(C)cc1)C1CCCCC1 (stereo unspecified)	5.5
OC1(C(F)(F)F)CC(c2ccccc2)=NN1C(=S)c1ccccc1 (stereo unspecified)	1.6
CCCOc1ccc(C(=O)Nc2nc(-c3ccccc3)cs2)cc1	-2.6
O=C(O)CCCCCN1C(=O)C(=O)/C(=C(/O)c2ccccc2)C1c1ccccc1Cl (stereo unspecified)	-4.4
Brc1ccc(-c2csc(NC3=NCCCCC3)n2)cc1	0.0
CS(=O)(=O)N1CCN(c2ccc([N+](=O)[O-])c3ncccc23)CC1	0.7
CC(=O)c1cnc2cc(-c3cccc(Br)c3)nn2c1C	8.6
O=C(O)C(CO)NC(=O)C(F)(F)C(F)(F)C(=O)NC(CO)C(=O)O (stereo unspecified)	8.2
O=C(Nc1ccccc1C(F)(F)F)c1ccc(Cl)cc1Cl	6.5
O=C(CN(c1ccc(F)cc1)S(=O)(=O)c1ccccc1)Nc1cccc2ccccc12	8.1
COc1ccc(-c2nc3cc(NC(=S)NC(=O)c4ccco4)ccc3o2)cc1OC	2.9
CCOc1cc(/C=C2\C(=O)NC(=O)N(c3ccc(Cl)cc3)C2=O)cc(Br)c1OC	0.9
Cc1cocc1C(=O)N1N=C(c2ccccc2)CC1(O)C(F)(F)F (stereo unspecified)	-6.0
Clc1ccc(CN2CCN(/N=C/c3ccc(Cl)c(Cl)c3)CC2)cc1	-0.3
CN1CCN(C(=O)c2nn3c(C(F)(F)F)c4c(nc3c2Cl)-c2ccccc2CC4)CC1	-0.2
CCOc1ccc(-c2csc(/C(C#N)=C/c3ccc(C)o3)n2)cc1	3.9
CN(C)/C=C1\C=C2C(=O)c3ccccc3N2C1=O	0.9
Cc1ccc(NC(=S)NC(=O)/C=C/c2ccccc2)cc1C	2.5
Cc1cccc(C(=O)N2CCC(C)CC2)c1	1.9
CCOc1cccc(C2C(C(=O)OCCOC)=C(C)NC3=C2C(=O)CC(C)(C)C3)c1 (stereo unspecified)	1.3
CC(N=C1NS(=O)(=O)c2ccccc21)c1ccccc1 (stereo unspecified)	0.3
O=C(NCc1ccccc1)C(=O)Nc1cccc(Cl)c1Cl	11.6
Oc1ccc2ccccc2c1CN1CCOCC1	0.0
CCOc1ccccc1C(=O)Nc1nc(-c2ccc(Br)cc2)cs1	4.3

Next part; it opens with the 3 that closed the last part.
SMILES	ER stress death
O=C(NCc1ccccc1)C(=O)Nc1cccc(Cl)c1Cl	11.6
Oc1ccc2ccccc2c1CN1CCOCC1	0.0
CCOc1ccccc1C(=O)Nc1nc(-c2ccc(Br)cc2)cs1	4.3
Clc1ccc(N2CCN(/N=C/c3ccccc3Cl)CC2)cc1	-0.8
O=C(CSc1ccccn1)Nc1ccc2nc(SCC(=O)Nc3ccccc3F)sc2c1	16.6
CC(=O)Nc1ccc(-c2ccco2)cc1	3.2
Cc1cccc(-n2c(C)cc(C=C3C(=O)NC(=S)NC3=O)c2C)c1	-2.7
O=C(CN1C(=O)C2CC=C(Cl)CC2C1=O)N1CCCC1 (stereo unspecified)	-1.1
O=C1CCCC2=C1C(c1ccc(OCc3ccccc3)cc1)Nc1ccc3ncccc3c12 (stereo unspecified)	0.7
CCc1ccccc1NC(=O)c1c(NC(=O)c2ccccc2Cl)sc2c1CCC2	-4.2
O=C(/C=C/c1cccc([N+](=O)[O-])c1)c1cccc(Br)c1	-2.5
CCOc1ccc(NC(=O)c2ccc(S(=O)(=O)N(CC)CC)cc2)c([N+](=O)[O-])c1	10.6
CC(C)(C)P(=O)(c1ccc(C(=O)O)cc1)C(C)(C)C	7.3
CC1=C(C(=O)Nc2ccccc2C)C(c2ccc3c(c2)OCO3)C2=C(CC(C)(C)CC2=O)N1 (stereo unspecified)	18.6
Cc1[nH]c2ccccc2c1/C=C(/C#N)C(=O)NCc1ccccc1	10.5
COc1ccc(N2C(=O)c3cccc4c([N+](=O)[O-])ccc(c34)C2=O)cc1	5.9
C/C(=N\NS(=O)(=O)c1ccc(C)c([N+](=O)[O-])c1)c1ccc(N)cc1	-0.5
O=C(CSc1nnc2c(n1)[nH]c1ccccc12)N(c1ccccc1)c1ccccc1	12.2
O=S(=O)(Nc1ccc(S(=O)(=O)N2CCCCC2)cc1)c1ccccc1	5.1
CCc1ccccc1N(CC(=O)NCCc1ccccc1)S(C)(=O)=O	-3.8
O=C1c2ccccc2C(=Nc2cc([N+](=O)[O-])ccc2O)C1c1ccc2ccccc2c1 (stereo unspecified)	10.6
N#CCCOCc1cccc2ccccc12	3.6
CC(NS(=O)(=O)N(C)C)c1ccc(-c2ccccc2)cc1 (stereo unspecified)	1.8
Cc1cc(=O)[nH]c(SC(C(=O)c2ccccc2)c2ccccc2)n1 (stereo unspecified)	-0.2
COc1ccc(/C=C2\C(=O)NC(=S)N(c3cccc(Br)c3)C2=O)c(OC)c1	7.0
Brc1ccc(/C=N/N2CCN(c3ccccc3)CC2)s1	6.8
CCc1cccc(NC(=O)c2ccc(Br)o2)c1	0.3
CCC(=O)Nc1ccc(N2CCN(C(C)=O)CC2)cc1	-1.8
Brc1cccc(/C=N\N2CCN(c3ccccc3)CC2)c1	0.5
O=C(/C=C/Nc1cccc(Cl)c1Cl)c1ccccc1	1.2
Brc1ccc2ncnc(NCCc3ccccc3)c2c1	8.7
Cc1nc(SCC(=O)C2CC2)c(C#N)c(C)c1C	1.7
O=C1N/C(=N/N=C/c2ccco2)SC1Cc1ccc(Cl)cc1Cl (stereo unspecified)	-1.3
CCOc1cc(/C=C/c2[nH]c(=O)[nH]c(=O)c2[N+](=O)[O-])ccc1O	16.0
COc1ccccc1C(=O)O/N=C1/CCCc2c1ccc(OC)c2[N+](=O)[O-]	1.4
COC(=O)CN(c1ccc(C)cc1)S(=O)(=O)c1ccccc1	-0.7
COc1ccc(C2/C(=C(/O)c3ccc(Br)cc3)C(=O)C(=O)N2CCc2ccccc2)cc1OC (stereo unspecified)	16.2
O=C1C(=O)N(c2cccnc2)C(c2ccc3c(c2)OCO3)/C1=C(\O)c1ccccc1 (stereo unspecified)	2.4
CCOc1cc(/C=C2\C(=O)N(c3cccc(C(=O)O)c3)N=C2C)cc(Br)c1O	1.1

2 of the compounds above, field by field.
O=S(=O)(Nc1ccc(S(=O)(=O)N2CCCCC2)cc1)c1ccccc1
  ER stress death: 5.1
CCc1ccccc1N(CC(=O)NCCc1ccccc1)S(C)(=O)=O
  ER stress death: -3.8

7 compounds picked at random from the list so far, as already listed:
SMILES	ER stress death
O=C(/C=C/Nc1cccc(Cl)c1Cl)c1ccccc1	1.2
CCC(=O)Nc1ccc(N2CCN(C(C)=O)CC2)cc1	-1.8
COC(=O)CN(c1ccc(C)cc1)S(=O)(=O)c1ccccc1	-0.7
Brc1ccc2ncnc(NCCc3ccccc3)c2c1	8.7
O=C1N/C(=N/N=C/c2ccco2)SC1Cc1ccc(Cl)cc1Cl (stereo unspecified)	-1.3
Cc1nc(SCC(=O)C2CC2)c(C#N)c(C)c1C	1.7
COc1ccccc1C(=O)O/N=C1/CCCc2c1ccc(OC)c2[N+](=O)[O-]	1.4

Further compounds follow:
SMILES	ER stress death
Cc1nc2ccccc2n1CCOc1ccc(F)cc1	-3.1
O=c1c(-c2ccc(Cl)cc2)coc2c(CN3CCCCC3)c(O)ccc12	5.1
COC(=O)c1ccccc1NC(=O)COc1ccc(Cl)cc1C	-0.9
CCC1CCc2c(sc(NC(=O)c3c(Cl)cccc3Cl)c2C(N)=O)C1 (stereo unspecified)	0.3
O=C(COc1ccc2cc(Br)ccc2c1Br)NCc1ccccc1	3.2
CC(=O)c1ccc(NC(=S)NC(NC(=O)c2ccc(Br)cc2)C(Cl)(Cl)Cl)cc1 (stereo unspecified)	7.4
Oc1ccccc1C=Nc1ccccc1N=Cc1c(O)ccc2ccccc12	-3.8
CCOC(=O)c1c(C)nc(C)nc1NC(=O)c1ccccc1	0.2
COc1ccc(CNS(=O)(=O)c2ccc(NC(C)=O)cc2)cc1	4.8
Cn1c(N2C(=O)CC(Cc3ccccc3)C2=O)nc2ccccc21 (stereo unspecified)	-3.4
Cc1cccc(NC(=O)C(=O)NCCC(C)C)c1	14.4
COc1ccc(C2(CNC(=O)C(c3ccccc3)c3ccccc3)CCOCC2)cc1OC	9.5
O=C1N/C(=N/N=C/c2cccs2)SC1Cc1ccc(F)cc1 (stereo unspecified)	6.7
O=C(/C=C/c1ccc(F)cc1)N1CCN(c2cccc(Cl)c2)CC1	3.6
CCc1ccc(OCC(=O)Nc2ccc(-c3nc4ccccc4s3)c(O)c2)cc1	2.9
CC(C)NC(=O)COc1ccc(/C=N/NS(=O)(=O)c2ccccc2)cc1	4.9
COc1cccc(NC(=O)C(=O)NCc2ccccn2)c1	-14.2
O=Cc1ccc2c3c(onc13)-c1ccccc1C2=O	6.9
COc1ccc(Cl)cc1NS(=O)(=O)c1ccc(F)cc1	5.3
CCOc1ccccc1C1CC(=O)NC(SC)=C1C#N (stereo unspecified)	6.3
COCCCNC(=O)CN(c1ccc(C)c(Cl)c1)S(C)(=O)=O	1.8
Cc1cccc(OCC(=O)Nc2ccc3c(c2)-c2ccccc2C3)c1	-4.2
O=C(Nc1nc(-c2ccc(Cl)cc2)cs1)C1CC2CCC1C2 (stereo unspecified)	4.4
O=C1N/C(=N\N=C\c2ccccc2)S/C1=C\c1ccccc1	-6.6
O=C(Nc1ccccc1Cl)C1CN(S(=O)(=O)c2ccccc2)CCN1S(=O)(=O)c1ccccc1 (stereo unspecified)	-3.5
CN(C)c1cccc(C(=O)Nc2ccccc2F)c1	-0.8
COc1nc(N2C(C)CCCC2C)nc(N2C(C)CCCC2C)n1 (stereo unspecified)	-0.1
Cc1ccc(C(=O)N/C(=C/c2cccnc2)C(=O)N2CCCC2)cc1	-1.9
COc1ccccc1CNC(=O)CN(c1ccc(Cl)cc1)S(C)(=O)=O	7.4
CC1(C)CC(Cc2ccccc2)(C(CO)CNCc2ccc(O)cc2)CCO1 (stereo unspecified)	-3.0
COCCCNC(=O)C(=O)Nc1ccc(Cl)cc1	-1.3
CC(C)CC(=O)N1CCN(Cc2ccccc2F)CC1	5.9
COC(=O)C1=C(C)NC(=S)NC1c1ccc(Cl)cc1 (stereo unspecified)	-3.2
CC(C)(C)c1ccc(S(=O)(=O)Nc2ccc(O)c(Cl)c2)cc1	4.2
C=CCn1c(SCC(=O)c2ccccc2)nc(O)cc1=O	6.8
O=C1c2ccccc2NC(c2c(Cl)cccc2Cl)N1Cc1ccccc1 (stereo unspecified)	-3.3
O=C(CCN1C(=O)/C(=C/c2ccc(Cl)cc2)SC1=S)Nc1cccc(O)c1	-0.6
CC(=O)Nc1ccc(S(=O)(=O)NC(CC(=O)O)c2ccccc2)cc1 (stereo unspecified)	0.0
CC(=O)c1cccc(NC(=O)/C(=C/c2ccc(Br)cc2)NC(=O)c2ccccc2)c1	2.9
O=C(COc1ccccc1Cl)Nc1cccc(NC(=O)c2cccc(Cl)c2)c1	4.7
O=C(Cc1nc2ccccc2[nH]c1=O)Nc1cccc(C(F)(F)F)c1	-7.0
CCC(C(=O)Nc1cc(C(=O)OC)ccc1C(=O)OC)c1ccccc1 (stereo unspecified)	1.8
O=C(NC(=S)Nc1ccc(N2CCOCC2)cc1)c1ccco1	0.3
O=C(Nc1cccc2ccccc12)C1CC2CCC1C2 (stereo unspecified)	-2.0
C=CCn1cc(C)c(=O)n(CC=C)c1=O	-1.0
O=C1CSC(c2cn(-c3ccccc3)nc2-c2ccc(Cl)cc2)N1Cc1ccccc1 (stereo unspecified)	5.2
COc1ccccc1NC(=O)CSc1ccc(Cl)cc1Cl	0.6
O=[N+]([O-])c1cnc(Nc2cccc3nsnc23)c([N+](=O)[O-])c1	8.5
COc1ccc2nc(SCC(=O)NCc3ccccc3)[nH]c2c1	3.8
C=CCN(CC=C)C(=O)c1cc(Cl)ccc1[N+](=O)[O-]	-0.8
COC(=O)c1ccc(C(=O)OC)c(NC(=O)c2ccc(C)c([N+](=O)[O-])c2)c1	-1.2
CCN1C(=O)/C(=C\c2ccc(OC(=O)c3cccs3)c(OC)c2)SC1=S	0.0
Cc1ccccc1N/C=C\C(=O)c1ccc([N+](=O)[O-])cc1	1.6
C/C(=N\Nc1nc(-c2ccc(C)cc2)nc2ccccc12)c1ccc([N+](=O)[O-])cc1	-17.3
CC1=C(C(=O)OCC2CCCO2)C(c2c(F)cccc2Cl)C2=C(CC(C)(C)CC2=O)N1 (stereo unspecified)	3.2
COc1ccc2nc(NS(=O)(=O)c3ccc(Cl)cc3)c(Nc3ccc4[nH]c(=O)[nH]c4c3)nc2c1	-7.0
CCOC(=O)C1=C(O)/C(=C/N(C)C)SC1=Nc1ccc([N+](=O)[O-])cc1	12.4
COC1C(C)=CC(=O)N1Cc1ccccc1 (stereo unspecified)	0.3
CCc1cccc(NC2(c3ccccc3)C(=O)c3ccccc3C2=O)c1	-1.5
Cc1c(NC(=O)/C=C/c2ccc(Br)cc2)c(=O)n(-c2ccccc2)n1C	10.2
Other structures follow:
SMILES	ER stress death
CCc1cccc(C)c1NC(=O)c1c(-c2ccccc2)noc1C	-1.8
COc1ccc(/C=C(/c2ccccc2)c2nc3ccccc3[nH]2)cc1	51.1*
COc1ccccc1NC(=O)C1CC2c3ccccc3C1c1ccccc12 (stereo unspecified)	10.4
COc1ccc(/C=C2/SC(=O)N(c3ccccc3)C2=O)c(OC)c1	0.6
N#Cc1c(N)sc2c1CCN(Cc1ccccc1)C2	-5.6
COC(=O)c1ccc(C(=O)OC)c(NC(=O)Cc2ccccc2[N+](=O)[O-])c1	0.9
CCOC(=O)c1c(C)sc(Sc2ccc(Cl)cc2[N+](=O)[O-])c1OC	2.1
O=C1CC(c2ccccc2)c2c(ccc3ccccc23)O1 (stereo unspecified)	13.1

The list is partial; count on the stated rates, not on these rows.
